Screens: PubChem BioAssay, Sanford-Burnham Center for Chemical Genomics
SENP8 block-1: SENP8 protease inhibition; Q96LD8; inhibition, % at 10 µM; 1.2% of 330,000 active; purified SENP8, Z-RLRGG-aminoluciferin cleavage, luminescence; AID 2540; in the data active = inhibition above about 50%
Target sequence (Q96LD8 whole entry, looked up): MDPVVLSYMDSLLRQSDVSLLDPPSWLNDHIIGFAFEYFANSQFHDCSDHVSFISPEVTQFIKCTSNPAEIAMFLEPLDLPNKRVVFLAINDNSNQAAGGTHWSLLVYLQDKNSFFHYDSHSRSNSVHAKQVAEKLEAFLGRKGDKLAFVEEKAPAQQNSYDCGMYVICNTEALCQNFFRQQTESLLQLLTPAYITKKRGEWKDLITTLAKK
Apaf-1 inh: human Apaf-1 inhibition; O14727; reconstituted apoptosome caspase-3 activity, DEVD-Rh110 fluorescence; inhibition, % at 20 µM; 0.71% of 330,000 active; AID 489030; active = inhibition of at least 40% at 20 µM;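 also: plate controls were DMSO wells for no effect and DEVD-CHO caspase inhibitor wells for full effect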
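System – cell-free apoptosome with Apaf-1, procaspase-3 and caspase-9 · Buffer or medium – pH 7.5 Hepes buffer with CHAPS, BSA, DTT · Also added – cytochrome c with DEVD-Rh110 · Times – 30 min compound preincubation, 50 min activation, room temperature · Technique – Rh110 fluorescence intensity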
PfGluPho inh: PfG6PD (Plasmodium falciparum) enzyme inhibition; PfGluPho enzyme, NADPH resazurin-diaphorase fluorescence; 0.78% of 350,000 active; inhibition, % at 20 µM;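 active = inhibition reaching at least a set limit at 20 µM in the primary screen, cut at about 59% in these data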;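 also: 0% = DMSO wells with substrate and 100% = DMSO wells lacking glucose-6-phosphate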
SENP6 inh: blocks the human protease SENP6. Recombinant SENP6 catalytic domain, aminoluciferin luminescence. inhibition, % at 10 µM. 1.8% of 330,000 active;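 active = inhibition above about 50% at the single tested dose, limit read from the data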;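 also: plate controls were DMSO wells with enzyme for no effect and DMSO wells lacking enzyme for full effect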
Target sequence (Q9GZR1 628-1112 limits assumed): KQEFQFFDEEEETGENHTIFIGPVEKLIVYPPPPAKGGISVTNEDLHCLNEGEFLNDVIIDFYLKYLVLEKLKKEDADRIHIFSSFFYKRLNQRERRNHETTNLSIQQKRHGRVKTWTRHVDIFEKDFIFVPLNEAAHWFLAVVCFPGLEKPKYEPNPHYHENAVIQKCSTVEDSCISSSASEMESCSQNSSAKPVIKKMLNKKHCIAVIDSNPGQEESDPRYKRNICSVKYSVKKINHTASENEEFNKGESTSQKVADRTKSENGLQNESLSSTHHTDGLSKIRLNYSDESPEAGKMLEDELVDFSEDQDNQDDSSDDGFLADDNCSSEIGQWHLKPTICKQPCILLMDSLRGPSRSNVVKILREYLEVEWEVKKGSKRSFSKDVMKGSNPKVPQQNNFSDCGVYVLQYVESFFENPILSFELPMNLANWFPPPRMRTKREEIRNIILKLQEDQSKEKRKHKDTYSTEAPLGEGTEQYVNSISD
SENP8 block-2: inhibitors of human SENP8 protease; Q96LD8; recombinant SENP8, Nedd8 substrate fluorescence; inhibition, % at 20 µM; 0.64% of 360,000 active; AID 602440; in the data active = inhibition mostly above about 40%, no sharp cut-off; inactive = mostly below about 27%
SENP1 FRET inh: blocks the human SENP1 SUMO protease catalytic domain | recombinant SENP1 catalytic domain, CyPet-SUMO1-YPet FRET cleavage | Q9P0U3 | inhibition, % at 10 µM | 0.21% of 360,000 active;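 active = inhibition at least 30% at 10 µM, raw YFP signal under a set limit, fluorescence ratio 0.5 to 1.5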;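 also: 0% = enzyme with DMSO and 100% = no enzyme wells; some results filed as inactive read as strong as hits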
Target sequence (Q9P0U3 419-644 limits assumed): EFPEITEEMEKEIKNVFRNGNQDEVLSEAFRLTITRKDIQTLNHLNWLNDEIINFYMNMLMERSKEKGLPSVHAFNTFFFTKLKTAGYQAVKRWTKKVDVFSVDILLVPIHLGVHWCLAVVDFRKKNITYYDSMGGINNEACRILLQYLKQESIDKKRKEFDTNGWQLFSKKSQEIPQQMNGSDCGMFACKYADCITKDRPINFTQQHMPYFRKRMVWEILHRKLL
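Material: hSENP1 catalytic domain, recombinant; medium: Tris pH 8 with BME, BSA, NP40 and catalase; compound: single concentration of 10 µM compound, 0.5% DMSO final; technique: FRET read of cyan and yellow fluorescence; timing: 50 min enzyme reaction, room temperature, light-protected; reagent: SFCypet-SUMO1-SFYpet substrate at 25 nM; control set: no-enzyme low, enzyme-DMSO high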
SENP7 block: SENP7 protease inhibition | Q9BQF6 | recombinant SENP7, Z-RLRGG-aminoluciferin luminescence, 40 min | inhibition, % at 5 µM | 1.5% of 330,000 active | AID 434973;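 active = inhibition above about 50% at the single test dose, limit read from the data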;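 also: plate controls were DMSO with enzyme for no effect and no enzyme buffer wells for full effect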
HKDC1 inhibitor: inhibitors of human hexokinase HKDC1. Q2TB90. AID 493160. recombinant HKDC1, G6PDH/diaphorase resazurin coupled fluorescence. 0.16% of 340,000 active. inhibition, % at 20 µM;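 active = inhibition above about 35% when tested at 20 µM, limit read from the data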;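 also: plate controls were DMSO wells with enzyme for no effect and DMSO wells lacking enzyme for full effect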
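Test system: recombinant HKDC1 (HK5) hexokinase enzyme, produced in-house; Amount: enzyme 5 µg/mL final; Buffer or medium: Tris pH 8.0 buffer with MgCl2, Tween-20, BSA, BME; Reagent: glucose and ATP substrates; Doses: 20 µM test compound, 1% DMSO; Incubation: 90 min reaction incubation at room temperature, dark; Detection: resorufin fluorescence at 613 nm.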
Starred values were filed as active, the others as inactive.

Preview, three compounds:
What do the screens show for `COCCN(Cc1cc2cc(C)ccc2[nH]c1=O)S(=O)(=O)c1ccc(Cl)cc1`?
SENP8 block-1: 2; Apaf-1 inh: 15; PfGluPho inh: 1; SENP6 inh: -13; SENP8 block-2: -111; SENP1 FRET inh: -3; SENP7 block: 3; HKDC1 inhibitor: 8

What do the screens show for `CC(=O)Nc1ccc(NS(=O)(=O)c2ccc(CN3C(=O)c4cccnc4C3=O)cc2)cc1`?
SENP8 block-1: 3; Apaf-1 inh: 12; PfGluPho inh: -20; SENP6 inh: 19; SENP8 block-2: 11; SENP1 FRET inh: 3; SENP7 block: -5; HKDC1 inhibitor: -4

Results for CN1CCC(n2[nH]c(-c3ccccc3)c(Cc3ccccc3)c2=O)CC1 ?
PfGluPho inh: 2; SENP8 block-2: 14; SENP1 FRET inh: 0; HKDC1 inhibitor: -6

Main list, from the first entry:
What do the screens show for `COCCN(Cc1cc2cc(C)ccc2[nH]c1=O)S(=O)(=O)c1ccc(Cl)cc1`?
SENP8 block-1: 2; Apaf-1 inh: 15; PfGluPho inh: 1; SENP6 inh: -13; SENP8 block-2: -111; SENP1 FRET inh: -3; SENP7 block: 3; HKDC1 inhibitor: 8

What do the screens show for `CC(=O)Nc1ccc(NS(=O)(=O)c2ccc(CN3C(=O)c4cccnc4C3=O)cc2)cc1`?
SENP8 block-1: 3; Apaf-1 inh: 12; PfGluPho inh: -20; SENP6 inh: 19; SENP8 block-2: 11; SENP1 FRET inh: 3; SENP7 block: -5; HKDC1 inhibitor: -4

Results for CN1CCC(n2[nH]c(-c3ccccc3)c(Cc3ccccc3)c2=O)CC1 ?
PfGluPho inh: 2; SENP8 block-2: 14; SENP1 FRET inh: 0; HKDC1 inhibitor: -6

Results for COc1ccc(OC)c2[nH]c(=O)c(CCNC(=O)c3ccc(S(=O)(=O)N4CCCCC4)cc3)cc12 ?
SENP8 block-1: -2; Apaf-1 inh: 5; PfGluPho inh: 29; SENP6 inh: -8; SENP8 block-2: -202; SENP1 FRET inh: 1; SENP7 block: 4; HKDC1 inhibitor: 20

Results for CCOc1ccc(N2C(=O)C(CC(=O)Nc3ccccc3)N(Cc3ccccn3)C2=S)cc1 (stereo not drawn) ?
SENP8 block-1: 0; Apaf-1 inh: 8; PfGluPho inh: 2; SENP6 inh: 3; SENP8 block-2: -5; SENP1 FRET inh: 0; SENP7 block: -4; HKDC1 inhibitor: 6

How did O=C(O)/C=C/C(=O)Nc1ccc2c(c1)C(=O)c1ccccc1C2=O do in these assays?
SENP8 block-1: 47; Apaf-1 inh: -6; PfGluPho inh: -17; SENP6 inh: 78*; SENP8 block-2: 17; SENP1 FRET inh: 15; SENP7 block: 53*; HKDC1 inhibitor: 7

What do the screens show for `Cc1ccc(/C=N/NC(=O)c2cccs2)o1`?
SENP8 block-1: -12; Apaf-1 inh: 0; PfGluPho inh: -3; SENP6 inh: 3; SENP8 block-2: -15; SENP1 FRET inh: -1; SENP7 block: -1; HKDC1 inhibitor: -5

How did CC(=O)c1ccc(NC(=O)CSc2nccn2C)cc1 do in these assays?
SENP8 block-1: -8; Apaf-1 inh: -12; PfGluPho inh: 5; SENP6 inh: -28; SENP8 block-2: 13; SENP1 FRET inh: 0; SENP7 block: 14; HKDC1 inhibitor: 0

How did O=C(CSC(=S)N1CCCCC1)Nc1ncc2c(n1)CC(c1ccco1)CC2=O (stereo not drawn) do in these assays?
SENP8 block-1: 3; Apaf-1 inh: -1; PfGluPho inh: -16; SENP6 inh: -4; SENP8 block-2: 13; SENP1 FRET inh: 5; SENP7 block: 4; HKDC1 inhibitor: 2

How did Cc1cc(=S)cc(C)n1CCO do in these assays?
SENP8 block-1: -18; Apaf-1 inh: -6; PfGluPho inh: 11; SENP6 inh: -3; SENP8 block-2: 11; SENP1 FRET inh: 1; SENP7 block: -7; HKDC1 inhibitor: -7

What do the screens show for `Cc1ccc(CNC(=O)[C@H](C)NC(=O)C2CCN(C(=O)[C@@H]3CCCN3C(=O)OC(C)(C)C)CC2)cc1`?
SENP8 block-1: -2; Apaf-1 inh: -1; PfGluPho inh: 10; SENP6 inh: -6; SENP8 block-2: 32; SENP1 FRET inh: 1; SENP7 block: -24; HKDC1 inhibitor: -4

What do the screens show for `O=C(CSc1nnc(-c2ccccc2)c(-c2ccccc2)n1)NCC1CCCO1` (stereo not drawn)?
SENP8 block-1: -2; Apaf-1 inh: 0; PfGluPho inh: -4; SENP6 inh: 7; SENP8 block-2: 18; SENP1 FRET inh: 1; SENP7 block: 0; HKDC1 inhibitor: -6

What do the screens show for `O=C(Nc1cccc(F)c1)NC1CC2CCCC(C1)N2C1CC1` (stereo not drawn)?
SENP8 block-1: -5; Apaf-1 inh: 1; PfGluPho inh: -19; SENP6 inh: -23; SENP8 block-2: 12; SENP1 FRET inh: 0; SENP7 block: -2; HKDC1 inhibitor: -2

Results for COc1cc(C(=O)NCCC2=CCCCC2)ccc1OCc1c(C)noc1C ?
SENP8 block-1: 2; Apaf-1 inh: -3; PfGluPho inh: -3; SENP6 inh: 0; SENP8 block-2: 11; SENP1 FRET inh: 1; SENP7 block: -1; HKDC1 inhibitor: 1

Results for CC1CC(C)CN(CCCNC(=O)C2CCCN(S(=O)(=O)N3CC(C)CC(C)C3)C2)C1 (stereo not drawn) ?
SENP8 block-1: -1; Apaf-1 inh: 3; PfGluPho inh: -6; SENP6 inh: 15; SENP8 block-2: 23; SENP1 FRET inh: 4; SENP7 block: 0; HKDC1 inhibitor: 0

What do the screens show for `Cc1ccc(S(=O)(=O)N(C)C)cc1NC(=O)COC(=O)C1CCCC1`?
SENP8 block-1: 12; Apaf-1 inh: -5; PfGluPho inh: -12; SENP6 inh: -10; SENP8 block-2: 4; SENP1 FRET inh: 3; SENP7 block: -4; HKDC1 inhibitor: -6

How did Cc1cnc(C(=O)Nc2ccccc2-n2cccc2)cn1 do in these assays?
SENP8 block-1: 4; Apaf-1 inh: -5; PfGluPho inh: 0; SENP6 inh: -2; SENP8 block-2: 13; SENP1 FRET inh: 1; SENP7 block: 5; HKDC1 inhibitor: -2

Results for COc1ccc(CCNc2cc(C)nc3c(-c4ccc(Cl)cc4)cnn23)cc1OC ?
SENP8 block-1: -5; Apaf-1 inh: 13; PfGluPho inh: 54; SENP6 inh: -19; SENP8 block-2: -417; SENP1 FRET inh: -18; SENP7 block: 0; HKDC1 inhibitor: -4

How did CC(CC(F)(F)F)N1CCC(n2nccc2NC(=O)CCOc2ccccc2)CC1 (stereo not drawn) do in these assays?
SENP8 block-1: 2; Apaf-1 inh: -1; PfGluPho inh: 2; SENP6 inh: 9; SENP8 block-2: 12; SENP1 FRET inh: -4; SENP7 block: 1; HKDC1 inhibitor: -6

How did COc1ccccc1/C=N/NC(=O)c1[nH]c(C)c(C(=O)N/N=C/c2ccccc2OC)c1C do in these assays?
SENP8 block-1: -1; Apaf-1 inh: -13; PfGluPho inh: 1; SENP6 inh: 11; SENP8 block-2: -5; SENP1 FRET inh: 0; SENP7 block: 5; HKDC1 inhibitor: 1

What do the screens show for `C[C@H](CO)N1C[C@H](C)[C@@H](CN(C)S(C)(=O)=O)Oc2ccc(NC(=O)CCC(F)(F)F)cc2C1=O`?
SENP8 block-1: -10; Apaf-1 inh: -4; PfGluPho inh: -17; SENP6 inh: -2; SENP8 block-2: 6; SENP1 FRET inh: -1; SENP7 block: -6; HKDC1 inhibitor: 1

What do the screens show for `Cc1cccc(N2C(=O)CC(N3CCC(c4nc5ccccc5[nH]4)CC3)C2=O)c1` (stereo not drawn)?
SENP8 block-1: 8; Apaf-1 inh: 4; PfGluPho inh: 0; SENP6 inh: 9; SENP8 block-2: 1; SENP1 FRET inh: -2; SENP7 block: -1; HKDC1 inhibitor: 3

Results for COc1ccc(C(C(=O)NC2CCCCC2)N(Cc2ccco2)C(=O)c2ccccn2)c(OC)c1 (stereo not drawn) ?
SENP8 block-1: 8; Apaf-1 inh: 2; PfGluPho inh: -6; SENP6 inh: -10; SENP8 block-2: 5; SENP1 FRET inh: 0; SENP7 block: -5; HKDC1 inhibitor: -6

How did CCOc1ccccc1C(=O)NCCC(=O)O do in these assays?
SENP8 block-1: 8; Apaf-1 inh: 14; PfGluPho inh: 16; SENP6 inh: 3; SENP8 block-2: 13; SENP1 FRET inh: -1; SENP7 block: 1; HKDC1 inhibitor: -2

What do the screens show for `COc1cc(C)c(Cl)c(C)c1S(=O)(=O)NC1CC(C)(C)NC(C)(C)C1`?
SENP8 block-1: -3; Apaf-1 inh: -17; PfGluPho inh: 10; SENP6 inh: -12; SENP8 block-2: 14; SENP1 FRET inh: 0; SENP7 block: -2; HKDC1 inhibitor: 2

How did Cc1nn(CC(=O)O)c(C)c1NC(=O)c1cccs1 do in these assays?
SENP8 block-1: -3; Apaf-1 inh: -7; PfGluPho inh: -2; SENP6 inh: -4; SENP8 block-2: 10; SENP1 FRET inh: 3; SENP7 block: 9; HKDC1 inhibitor: 3

Results for CCN1CCN(C2=C(NS(=O)(=O)c3ccccc3)C(=O)c3ccccc3C2=O)CC1 ?
SENP8 block-1: 24; Apaf-1 inh: 82*; PfGluPho inh: 17; SENP6 inh: 38; SENP8 block-2: 58*; SENP1 FRET inh: -1; SENP7 block: 43; HKDC1 inhibitor: 13

What do the screens show for `O=C1CN(c2ccc(Cl)cc2)C2(CCCCC2)S1`?
SENP8 block-1: 4; Apaf-1 inh: 10; PfGluPho inh: -22; SENP6 inh: -6; SENP8 block-2: 20; SENP1 FRET inh: -1; SENP7 block: -1; HKDC1 inhibitor: 16

What do the screens show for `CCN(c1ccccc1)S(=O)(=O)c1ccc(OC)c(NC(=O)CNCC(C)O)c1` (stereo not drawn)?
SENP8 block-1: -3; Apaf-1 inh: 6; PfGluPho inh: -15; SENP6 inh: -3; SENP8 block-2: 11; SENP1 FRET inh: 3; SENP7 block: 2; HKDC1 inhibitor: -2

How did CC(C)Oc1ccc(C(CC(=O)O)NC(=O)CSc2ncn[nH]2)cc1 (stereo not drawn) do in these assays?
SENP8 block-1: -5; Apaf-1 inh: 0; PfGluPho inh: -13; SENP6 inh: -9; SENP8 block-2: 22; SENP1 FRET inh: 1; SENP7 block: -7; HKDC1 inhibitor: -5

What do the screens show for `CCCn1c(=O)c(C(=O)NCc2ccncc2)c(O)c2ccccc21`?
SENP8 block-1: -1; Apaf-1 inh: 6; PfGluPho inh: -1; SENP6 inh: -12; SENP8 block-2: -43; SENP1 FRET inh: 0; SENP7 block: 0; HKDC1 inhibitor: -7

Random draw from the library; 3.6% or so of the library scored in one or more.
